Source: PubChem BioAssay
TbPYK inhibitor: T. brucei pyruvate kinase inhibition; Q57TT1; TbPYK enzyme, Kinase-Glo Plus ATP luminescence, 45 min; Potency, µM (titrated, usually from 76.8 µM), for inactives: at the top dose activity, negative = inhibition, actives largely listed as inhibitors; 410,000 tested, 0.12% active; AID 624173; note: potency is the fitted concentration of half-maximal effect; nearly all actives have a fitted effect of over 50% in size
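Quantitative HTS: titrated library compounds versus trypanosomal pyruvate kinase in TEA buffer (pH 7.2) containing KCl, MgCl2, BSA and Tween-20. Reactions were initiated with ADP, 130 uM final. Kinase-Glo Plus luminescence was read after 45 min at RT.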
HCV inh: inhibitors of hepatitis C virus infection; Huh7.5.1 HCVcc-Cre infection, luciferase reporter, 44 h; Potency, µM (doses to about 41.8 µM), inactives show top-dose activity change, negative = inhibition, actives largely listed as inhibitors; 340,000 tested, 3.4% active; note: potency is the fitted concentration of half-maximal effect
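Antiviral activity was scored by luciferase reporter output from cells infected with HCVcc-Cre (~0.5 moi) in presence of compound, 44 h infection period, cells seeded 1,000/well 4 h prior.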
LmPK inh: blocks Leishmania mexicana pyruvate kinase activity; Q27686; purified LmPK, Kinase-Glo ATP luminescence, 1 h; Potency, µM (top dose mostly 57.5 µM), for inactives: at the top dose activity change, negative = inhibition, hits mostly inhibitors; 290,000 tested, 0.37% active; note: potency is the fitted concentration of half-maximal effect
Target sequence (Q27686 whole entry, looked up): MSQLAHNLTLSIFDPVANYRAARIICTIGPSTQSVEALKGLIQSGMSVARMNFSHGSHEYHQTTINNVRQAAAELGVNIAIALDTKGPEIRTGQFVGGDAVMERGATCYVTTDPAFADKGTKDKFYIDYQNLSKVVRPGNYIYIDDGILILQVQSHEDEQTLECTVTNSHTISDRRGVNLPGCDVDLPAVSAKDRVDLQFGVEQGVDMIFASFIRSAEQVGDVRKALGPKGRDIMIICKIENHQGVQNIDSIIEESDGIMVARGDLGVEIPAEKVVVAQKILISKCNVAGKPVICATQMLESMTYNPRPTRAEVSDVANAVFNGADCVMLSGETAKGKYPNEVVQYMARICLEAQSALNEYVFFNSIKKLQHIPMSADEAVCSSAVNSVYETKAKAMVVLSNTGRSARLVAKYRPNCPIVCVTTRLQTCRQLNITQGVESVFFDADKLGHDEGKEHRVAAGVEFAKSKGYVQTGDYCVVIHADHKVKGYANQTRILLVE
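Pyruvate kinase activity monitored as ATP production (luciferase luminescence). Conditions: 0.1 nM enzyme, 0.5 mM PEP, 0.1 mM ADP, 1 h, RT; normalized against uninhibited and no-enzyme wells.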
AmpC no deterg: blocks E. coli AmpC beta-lactamase in detergent-free assay. P00811. AmpC nitrocefin hydrolysis, absorbance 480 nm, 0.0001% Triton. Potency, µM (doses to about 57.1 µM), for the others: at the highest dose activity change, negative = inhibition, hits mostly inhibitors. 330,000 tested, 0.52% active. AID 485341;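 note: potency is the fitted concentration of half-maximal effect; plate controls were no compound for no effect and no enzyme for full effect; nearly all actives have a fitted effect of over 20% in size; some results filed as inactive show a strong effect at the top dose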
Target sequence (P00811 whole entry, looked up): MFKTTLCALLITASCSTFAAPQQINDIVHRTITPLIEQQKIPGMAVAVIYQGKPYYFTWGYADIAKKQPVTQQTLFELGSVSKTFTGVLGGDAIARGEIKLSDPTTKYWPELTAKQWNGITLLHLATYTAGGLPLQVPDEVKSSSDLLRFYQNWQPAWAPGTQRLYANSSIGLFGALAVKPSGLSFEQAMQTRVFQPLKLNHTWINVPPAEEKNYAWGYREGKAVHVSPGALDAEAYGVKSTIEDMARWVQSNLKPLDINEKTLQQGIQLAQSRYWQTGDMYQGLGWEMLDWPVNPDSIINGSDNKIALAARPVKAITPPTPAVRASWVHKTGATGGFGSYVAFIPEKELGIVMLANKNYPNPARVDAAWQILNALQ
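20 mM phosphate pH 7.0 + 0.01% (detergent screen) or 0.0001% Triton X-100; 5.3 nM AmpC reagent; cpd preinc 15 min RT; nitrocefin (800 uM stock) to start; A480 q20 s × 4 min; Activity was normalised to no-enzyme and no-compound control wells.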
AMA1-RON2 inh: AMA1-RON2 (P. falciparum) interaction inhibition; AlphaScreen AMA1-biotinylated RON2 peptide binding; Potency, µM (series often up to 58.2 µM), for inactives: at the highest dose activity change, negative = inhibition, hits mostly inhibitors; 360,000 tested, 0.2% active;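 note: potency is the fitted concentration of half-maximal effect; 0% = vehicle wells and -100% = peptide control; nearly all actives have a fitted effect of over 45% in size; some results filed as inactive show a strong effect at the top dose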
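AMA1 (3D7) with his tag at 25 nM final met compounds first, then biotinylated RON2 peptide at 25 nM; detection used donor plus acceptor beads, 10 µg/mL apiece, read by AlphaScreen after 30 min at room temperature.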
HCMV inh: blocks human cytomegalovirus replication; HFF cells, HCMV-luciferase reporter, 72 h; hits give low values; activity change, negative = inhibition, % at 57.5 µM; 410,000 tested, 4.5% active; in the data active = activity change below about -60%; inconclusive = no clear call, values can overlap the other calls; inactive = above about -39%
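Cell-based, HFFs, 1000 cells/well, 16 h 37C; cpds in DMSO + HCMV-luc, MOI 1 PFU/cell; 72 h 37C; OneGlo luminescence after 5 min RT; norm. to buffer vs Salinomycin 10uM.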
AmpC inh detg: blocks E. coli AmpC beta-lactamase in detergent assay; P00811; AmpC hydrolysis of nitrocefin, absorbance 480 nm, 0.01% Triton; Potency, µM (highest dose often 114 µM), without a hit: at the highest dose activity change, negative = inhibition, most hits filed as inhibitors; 370,000 tested, 0.041% active;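 note: potency is the fitted concentration of half-maximal effect; 0% = no-compound wells and -100% = no-enzyme wells; nearly all actives have a fitted effect of over 25% in size; some results filed as inactive show a strong effect at the top dose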
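AmpC (5.3 nM in the dispensed reagent) in 20 mM phosphate pH 7.0 with 0.01% (detergent screen) or 0.0001% Triton X-100 was preincubated with compounds for 15 min at room temperature. Nitrocefin was then added from an 800 uM solution, and hydrolysis was followed at 480 nm.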
* marks the source's active call; other numbers are inactive results; ? = inconclusive; nt = not tested or not shown; [ ] = another dose, or the depositor's remark. Unless noted, calls come from the whole dose curve; as a rule, active = well fitted curve in the direction sought with a large enough effect; inconclusive = small, poorly fitted or top-dose-only effect, or another doubt; inactive = no such curve, though single readings can be large; an effect the other way counts as inactive or inconclusive. Unless noted, % is set by controls: 0 for no effect and ±100 for the full control effect.

SMILES	TbPYK inhibitor	HCV inh	LmPK inh	AmpC no deterg	AMA1-RON2 inh	HCMV inh	AmpC inh detg
COC(=O)c1ccc(CSc2nnc(SCc3ccc(C(=O)OC)o3)s2)o1	-16.8%	-13.9%	1.0%	-18.1%	?	-9.3	-0.9%
CC(=O)Nc1nonc1NC(=O)CSc1ncn[nH]1	5.0%	20.4%	-2.4%	-7.0%	27.0%	15.3	0.4%
CC(C)Oc1ccc(CNC(=O)CCn2c(=O)c3cccn3c3ccc(F)cc32)cc1	4.0%	nt	nt	nt	nt	-12.5	10.3%
CC(NC(=O)Cn1cc([N+](=O)[O-])cn1)c1ccc(C(C)(C)C)cc1 (stereo not drawn)	0.8%	-4.9%	nt	nt	0.0%	17.2	nt
COc1cccc(NS(=O)(=O)c2cc3c(cc2C)N(C)CCO3)c1	-0.1%	-26.0%	1.3%	-7.2%	-21.3%	-7.8	-5.3%
Cc1ccc(NC(=O)[C@H]2O[C@@H]3OC(C)(C)O[C@@H]3[C@H]3OC(C)(C)O[C@H]32)cc1F	2.2%	nt	nt	nt	nt	24.6	20.9%
Cc1ccc(S(=O)(=O)N2CCC(C(=O)NCCc3ccccc3)CC2)cc1	5.8%	15.2%	0.7%	-10.6%	-2.6%	14.2	-11.6%
CCOC(=O)C1=C(C(=O)OCC)c2ccc(OC)c(OC)c2C1	0.6%	?	nt	nt	7.9%	-3.0	nt
COc1ccc(-c2ccc(CN3C(C)C(=O)N(Cc4cn(CCC5OCCO5)nn4)CCS3(=O)=O)cc2)cc1 (stereo not drawn)	0.9%	nt	nt	nt	-16.5%	-36.9	nt
COc1ccc(C(=O)N(CN2CCCC2=O)c2ccccc2OC)cc1OC	0.0%	19.2%	2.8%	0.1%	3.8%	18.3	-3.4%
Cc1ccc(Oc2nc(-c3cccnc3)nc3ccccc23)c([N+](=O)[O-])n1	-0.6%	?	6.1%	-12.9%[11.4 µM]	3.3%	-39.9	-13.3%
O=C(O)c1ccc(N2C(=O)CC(SC(=Nc3ccccc3)Nc3ccccc3)C2=O)cc1 (stereo not drawn)	-2.0%	14.1%	0.7%	-16.8%	6.0%	-17.4	5.8%
Cc1[nH]c2ccc(-c3n[nH]c(=S)n3-c3ccccc3)cc2c1C	?	-18.2%	?	-46.7%	36.3%[activator]	-29.6	-6.7%
COc1ccc(C(C#N)N2N=C(C)CC2c2ccccc2)cc1 (stereo not drawn)	-11.4%	19.5%	-0.9%	-3.8%	-6.0%	-9.3	-11.6%
C=CCSc1nnc(NC(=O)CN2C(=O)NC3(CCCC3)C2=O)s1	-5.1%	18.2%	-0.4%	-0.2%	-2.7%	22.1	-6.1%
Cc1cc(NC(=O)CCSc2nc(-c3ccco3)cc(C(F)(F)F)n2)no1	5.6%	?	4.8%	-24.4%	-14.2%	24.3	-8.9%
CCN(CC)c1ccc(NC(=O)COC(=O)CSc2ccc(Br)cc2C)cc1	-10.0%	31.2%[activator]	-0.5%	-43.6%	10µM*	-33.3	?
CC1=C(C(=O)N(C)C)CC(CC(=O)NCCN2CCOCC2)C(=O)N1Cc1ccc(F)cc1 (stereo not drawn)	-9.6%	nt	nt	nt	-2.6%	3.4	nt
COc1c(F)c(F)c(C(=O)Nc2ccc(NC(=O)Cc3ccccc3)cc2)c(F)c1F	-1.1%	-3.6%	-2.2%	-4.5%	-17.7%	-21.2	2.2%
COc1ccc(NC(=O)c2cc(OC)c(OC)c(OC)c2)cn1	2.7%	0.5%	-1.2%	-14.5%	15.1%	23.3	?
C#Cc1ccc([C@@H]2C=C(C(=O)NCc3ccccc3)O[C@H](OCc3ccc(CO)cc3)C2)cc1	4.1%	-19.0%[8.37 µM]	4.0%	-36.4%	-16.2%	-16.6	2.1%
Cc1ccc(S(=O)(=O)N(C)C)cc1NC(=O)COC(=O)c1ccc2c(c1)NC(=O)CS2	0.3%	-5.1%	9.1%	-24.4%	-18.7%	0.0	5.4%
CC(C)Oc1ccc(/C(O)=C2/C(=O)C(=O)N(CCN3CCNCC3)C2c2cccc([N+](=O)[O-])c2)cc1 (stereo not drawn)	-14.1%	2.4%	1.9%	3.6%	-5.0%	41.3	3.5%
CCOc1c(Br)cc(C2NC(=O)CCC2[N+](=O)[O-])cc1OC (stereo not drawn)	0.0%	5.8%	0.8%	-2.0%	-0.4%	-32.0	-1.2%
CCOc1ccccc1C(=O)N[C@H](C(=O)OCc1csc(CC(=O)Nc2ccc(C)cc2)n1)C(C)C	1.3%	11.2µM*	nt	3.2%	-3.4%	20.9	nt
O=C(NCc1cccc(Cl)c1)c1ccc2c(Cl)c3c(nc2c1)CCCC3	-5.4%	nt	nt	nt	nt	-78.2*	?
COc1ccc(C(=O)NC2CCN(C(=S)Nc3cc(C)ccc3C)CC2)cc1	-4.2%	8.1%	-1.1%	?	-1.2%	-23.6	3.6%
COc1ccc(NC(=S)N2CCN(Cc3cccc(F)c3)CC2)c(OC)c1	6.3%	-1.9%	0.7%	22.0%	-4.2%	-26.1	1.7%
COc1ccc(NC(=O)c2ccco2)cc1NC(=O)COc1ccc(Cl)c(C)c1	3.8%	nt	nt	nt	nt	-6.2	17.0%
Nc1nc(Nc2cccc(Cl)c2)n[nH]1	-5.3%	?	3.6%	-20.5%	0.0%	18.8	-6.6%
Cc1cc(COc2ccccc2O)on1	-3.8%	1.8%	11.6%	-2.6%	-2.4%	-8.8	1.4%
Cn1nc(C(=O)N2CCN(S(=O)(=O)c3ccccc3)CC2)c2ccccc2c1=O	4.6%	-12.2%	0.4%	3.2%	9.8%	-0.7	?
Cc1nc(N2CCN(Cc3ccccc3)CC2)[nH]c(=O)c1C	2.3%	2.6%	-0.4%	0.1%	-12.6%	95.6	-7.6%
CN(C)c1ncc(C(=O)NCc2ccccc2Cl)cn1	-2.2%	nt	nt	nt	nt	-5.2	8.2%
O=C(CN1CCN(S(=O)(=O)c2ccc(Br)cc2)CC1)N/N=C/c1cc([N+](=O)[O-])ccc1Cl	-0.6%	-6.0%	2.1%	-9.7%	0.2%[2.32 µM]	-15.2	?
Cc1cccc(NC(=O)CN2C(=O)c3cccnc3Oc3ccc(Cl)cc32)c1C	8.3%[15.4 µM]	nt	nt	nt	nt	0.0	13.2%
CC(C)(C)c1ccc(-n2ncc3c2CCCC3NC(=O)CN2CCOC2=O)cc1 (stereo not drawn)	0.7%	?	2.7%	136.6%[activator]	-4.6%	?	6.2%
CCN(CC)S(=O)(=O)c1cccc(-c2nnc(SCC#N)n2Cc2ccccc2)c1	-1.1%	-11.2%	-0.1%	45.9%	4.1%	11.6	3.1%
CCN1C[C@@H]2[C@@H]3C(=O)N(Cc4ccccc4)C(=O)[C@@H]3[C@](CC)(C1=O)N2C(=O)c1ccc(C(C)(C)C)cc1	2.8%	14.3%	nt	nt	0.1%	?	nt
CC(C(=O)NCC1CCCO1)N1C(=O)C2C3CC(C(Br)C3Br)C2C1=O (stereo not drawn)	4.4%	20.1%	1.1%	16.5%	-20.1%	-13.4	8.2%
S=C(c1ccc(N2CCCC2)c(Br)c1)N1CCCCC1	-3.7%	10.9%	2.3%	-37.5%	?	-34.8	-6.9%
CN(C)C(=O)Oc1ccc(-c2cn3cc(Cl)ccc3n2)cc1	-11.1%	-18.7%	12.6µM*	-3.7%	18.0%	78.8	-8.2%
COc1ccc(Cl)cc1C(=O)NNC(=O)CCNC(=O)c1ccccc1	-7.9%	nt	nt	nt	55.7%[activator]	-39.2	nt
Cc1ccc(OCC(=O)c2c(N)n(C)c(=O)n(C)c2=O)c([N+](=O)[O-])n1	-10.7%	-5.1%	nt	-15.0%	?	-8.8	-3.9%
Cc1cccc(-c2nn3c(=O)cc(CN4CCN(C(=O)/C=C/c5ccccc5)CC4)nc3s2)c1	-0.5%	nt	nt	nt	nt	-0.1	-3.1%
Brc1ccc(C2=Nn3cnnc3SC2)cc1	2.7%	-2.9%	1.2%	-25.4%	1.0%	6.5	-7.9%
COC(=O)c1sccc1NC(=O)CSc1ccccc1NS(=O)(=O)c1cc(Cl)ccc1Cl	-1.5%	0.0%	7.2%	-24.7%	-20.3%	-5.6	-4.9%
CCNC(=S)N1CCC(C(=O)c2ccc(Cl)cc2)CC1	-12.2%	-3.6%	-7.4%	0.4%	4.1%	-28.5	?
COc1ccc(CCNC(=O)C23CCC(C)(C(=O)O2)C3(C)C)cc1OC (stereo not drawn)	1.2%	13.2%	0.6%	-14.9%	-0.1%	16.2	-8.0%
O=C1CN(C(=O)COC(=O)CNS(=O)(=O)c2ccccc2)c2ccccc2N1	3.4%	-4.5%	8.4%	-19.1%	1.9%	47.3	-2.8%
Cc1cc(NS(=O)(=O)c2ccc(NC(=O)/C=C/c3c(F)cccc3Cl)cc2)no1	-3.6%	-5.1%	-3.2%	-50.4%	4.4%	30.9	-0.5%
Cc1ccc(NC(=O)N(CCC(=O)O)Cc2ccccc2)cc1	1.3%	1.1%	0.6%	-2.1%	-24.4%	10.3	-6.5%
CC(=O)Oc1ccc(OC(C)=O)c(SCCCCCN2CCOCC2)c1	-2.1%	11.2µM*	?	5.0%	-1.2%	?	-1.0%
COc1cc2c(c(OC)c1OC)C(=O)CC2	-9.0%	20.4%	-6.6%	-5.3%	-3.1%	23.8	6.9%
N#Cc1ccccc1NC(=O)c1cccn(Cc2ccccc2)c1=O	0.5%	nt	nt	nt	nt	?	1.9%
C=CCOc1ccc(/C(O)=C2/C(=O)C(=O)N(CCN3CCOCC3)C2c2ccc(C)cc2)cc1 (stereo not drawn)	-2.3%	16.3%	0.9%	-0.8%	1.9%	32.0	1.1%
Cc1ccc(NC(=O)c2ccc(S(=O)(=O)NCc3ccco3)cc2)nc1	2.3%	?	nt	-19.6%	9.9%	-18.3	?
COc1ccc(-c2cc(C(F)(F)F)nc(SCC(=O)NCC(C)C)n2)cc1OC	3.4%	nt	nt	nt	nt	-6.6	19.0%

2 entries from above, comma-delimited.
compound,TbPYK inhibitor,HCV inh,LmPK inh,AmpC no deterg,AMA1-RON2 inh,HCMV inh,AmpC inh detg
Brc1ccc(C2=Nn3cnnc3SC2)cc1,2.7%,-2.9%,1.2%,-25.4%,1.0%,6.5,-7.9%
COC(=O)c1sccc1NC(=O)CSc1ccccc1NS(=O)(=O)c1cc(Cl)ccc1Cl,-1.5%,0.0%,7.2%,-24.7%,-20.3%,-5.6,-4.9%
